# D2 potentiator = D2 dopamine receptor (human) potentiation; potentiation, % at 10 µM; 0.34% of 340,000 active; P14416; AID 485347; HEK293 T-REx D2, calcium flux, EC20 dopamine potentiation;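 active means potentiation over 3 SD above the plate norm, cut at about 30% in these data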; further: 0% is about no effect
#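 Potentiation of an EC20 dopamine calcium response measured kinetically over 180 s, after a preceding 180 s compound-only read flagging agonists. Cells: inducible Hek293 Trex D2 line, 4000/well, cultured overnight at 30 C before dye loading.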
# TRHR enhancer = TRH receptor (human) allosteric enhancement; AID 493056; TRHR cells, fluo-8 calcium fluorescence, EC20 TRH enhancement; 0.66% of 360,000 active; enhancement, % at 2 µM; P34981; in the data active means enhancement above about 30%; further: 0% is about no effect
# Target sequence (P34981 whole entry, looked up): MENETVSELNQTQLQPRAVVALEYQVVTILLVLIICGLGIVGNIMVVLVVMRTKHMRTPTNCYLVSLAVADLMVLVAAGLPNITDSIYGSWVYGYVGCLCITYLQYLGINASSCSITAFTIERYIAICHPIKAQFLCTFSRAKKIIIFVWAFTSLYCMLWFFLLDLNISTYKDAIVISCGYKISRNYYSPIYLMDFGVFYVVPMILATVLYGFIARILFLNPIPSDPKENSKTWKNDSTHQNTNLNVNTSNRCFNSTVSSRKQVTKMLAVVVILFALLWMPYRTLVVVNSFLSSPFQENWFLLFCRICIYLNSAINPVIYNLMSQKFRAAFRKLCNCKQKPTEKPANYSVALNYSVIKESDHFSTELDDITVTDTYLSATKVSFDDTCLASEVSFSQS
#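 Enhancer read-out: after compound pinning and an initial kinetic agonist-mode read, an EC20 of TRH (10 nM final) was injected and fluo-8 calcium signal (Ex 480/Em 530) followed at 1 s/cycle for 100 cycles in TRHR-expressing cells.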
# D1 antag = antagonists of human D1 dopamine receptor; P21728; HEK293 TREx D1 cells, calcium flux, dopamine EC80; stronger effect = lower value; activity change, negative = inhibition, % at 10 µM; 3.2% of 360,000 active; AID 504652; in the data active means activity change below about -30%; further: on the % scale 0 is the no-effect control and ±100 the full control effect
# Target sequence (P21728 whole entry, looked up): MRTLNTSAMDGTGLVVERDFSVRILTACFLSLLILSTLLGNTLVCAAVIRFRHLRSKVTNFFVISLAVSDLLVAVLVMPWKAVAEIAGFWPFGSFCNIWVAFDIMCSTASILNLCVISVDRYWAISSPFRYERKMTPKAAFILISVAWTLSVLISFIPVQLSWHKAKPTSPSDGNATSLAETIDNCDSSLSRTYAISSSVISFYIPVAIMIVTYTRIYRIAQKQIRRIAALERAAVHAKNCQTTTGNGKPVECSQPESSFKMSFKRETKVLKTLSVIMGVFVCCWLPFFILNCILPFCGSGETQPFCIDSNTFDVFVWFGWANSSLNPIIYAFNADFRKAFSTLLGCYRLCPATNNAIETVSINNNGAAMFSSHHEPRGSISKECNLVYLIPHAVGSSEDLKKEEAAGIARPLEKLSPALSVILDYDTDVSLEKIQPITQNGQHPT
#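 After overnight tetracycline induction at 30 C, force-coupled D1 HEK293 cells took up a no-wash calcium dye at room temperature. Compounds were added and monitored 180 s, and the response to EC80 dopamine was then recorded.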
# D1 potentiator = potentiators of human D1 dopamine receptor. potentiation, % at 10 µM. AID 504651. P21728. HEK293 TREx D1 cells, calcium flux, dopamine EC20 potentiation. 0.036% of 360,000 active; in the data active means potentiation above about 30%; further: 0% is about no effect
# D2 ag = agonists of human D2 dopamine receptor. P14416. HEK293 T-REx D2 cells, calcium flux agonist mode. activation, % at 2 µM. 0.53% of 340,000 active;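 active means activation over 3 SD above normal in the single-dose calcium agonist read, cut at about 30% in these data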; further: 0% is about no effect
#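 Calcium-flux readout, 1 cycle/sec over 180 s following compound pin transfer, in inducible HEK293 Trex D2 cells (force-coupled); dopamine controls included. Positive calcium responses during this window marked compounds as potential agonists.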
# RXFP1 antag = blocks the human relaxin receptor RXFP1. AID 1259400. Q9HBX9. 0.59% of 350,000 active. HEK293-RXFP1, relaxin-stimulated cAMP HTRF, 30 min; stronger effect = lower value. activity change, negative = inhibition, % at 57.5 µM;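 active means activity change of -60% or lower, but not beyond a set lower limit; inconclusive means change between -60% and -40%, or beyond the set limit; inactive means change above -40%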; further: on the % scale 0 is the no-effect control and ±100 the full control effect
# D2 antag = antagonizes the human D2 dopamine receptor. AID 485344. inhibition, % at 10 µM. HEK293 TREx D2 cells, calcium flux, dopamine EC80. 2% of 340,000 active. P14416; in the data active means inhibition above about 30%; further: 0% is about no effect
#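 Measurement of antagonist activity uses fluorescent calcium dye in inducible HEK293 T-REx D2 cells: 10 s baseline, compound addition with 180 s read, EC80 dopamine addition with a further 180 s read.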
# TRHR agonist = activates the human TRH receptor | P34981 | TRHR cells, calcium flux fluo-8, FDSS agonist mode | activation, % at 2 µM | 0.18% of 360,000 active; further: 0% is about no effect
#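 Agonist-mode FDSS calcium read (Ex 480/Em 530, 1 s cycles) in 1536-well TRHR cells with fluo-8 dye, after 10-cycle baseline and 23 nL compound addition; TRH at EC20 (10 nM final) added afterwards for the enhancer phase.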
# D1 ag = agonists of human D1 dopamine receptor. activation, % at 2 µM. AID 504660. HEK293 T-REx D1 cells, calcium flux, agonist mode. 1% of 360,000 active; further: 0% is about no effect
#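 Agonism was scored from calcium flux recorded over 180 s (1 read/s) after pintool compound addition, following a 10-cycle baseline. Cells were inducible force-coupled HEK293 TREx D1, plated overnight at 30 C and loaded with no-wash calcium dye.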
# Starred values were filed as active, the others as inactive; ? = inconclusive; / = not tested or not shown; & = joins results of further samples. Unless noted, no stated cut-off is given here; in the data, active means activation above about 30%; inactive means the rest.
SMILES,D2 potentiator,TRHR enhancer,D1 antag,D1 potentiator,D2 ag,RXFP1 antag,D2 antag,TRHR agonist,D1 ag
COc1ccc2nc3oc(C(=O)N4CCN(c5cc(C)ccc5C)CC4)cc3cc2c1,9,9,4,3,0.2,/,/,-1.0,-1
COc1ccc(-c2cc(C(=O)Nc3cc(S(=O)(=O)N4CCOCC4)ccc3N3CCOCC3)c3ccccc3n2)cc1,7,-2,-9,-2,0.9,-1,3,0.1,4
Nc1ccc(-c2cn3cccnc3n2)cc1,8,-1,/,-3,-0.2,-31,0,0.1,1
COc1ccccc1NC(=O)C1=C(C)NC(=O)NC1c1ccc(C)cc1 (stereo not drawn),-1,0,-2,2,-0.4,/,-9,-1.1,2
O=[N+]([O-])c1cc(C=Nc2ccc3ccccc3c2)ccc1Br,-8,7,2,0,-1.4,-1,1,-0.9,1
O=[N+]([O-])c1ccc(/C=C2\CCC(C3=CCCC3)=C2N2CCOCC2)cc1,-7,-9,-2,1,0.8,/,16,3.7,5
CC(=O)N1CCC(=NNS(=O)(=O)c2ccc(C)c([N+](=O)[O-])c2)CC1,18,0,0,-5,0.4,-10,-6,0.2,2
Cc1ccc(-c2nnc(N)s2)cc1,15,1,-5,2,-0.2,21,10,-0.9,4
COc1cc(CNC2CCCCCC2)cc(OC)c1,/,-1,4,-2,/,-19,/,0.8,4
CCOC(=O)c1c(NC(=O)COC(=O)C2CCC2)sc(C(=O)N(C)C)c1C,1,1,-46*,-9,-0.4,-14,6,0.2,3
O=C(Cn1ccc(NC(=O)OCc2ccccc2)nc1=O)NCc1ccc2c(c1)OCO2,6,-14,/,-2,1.1,/,2,0.4,-3
CCOCCn1c(CN2CCN(C(=O)c3ccco3)CC2)nc2c1c(=O)n(C)c(=O)n2C,1,1,-21,2,-0.4,2,7,0.1,5

# 4 compounds out of the list, ordered by formula weight, low to high:
SMILES,D2 potentiator,TRHR enhancer,D1 antag,D1 potentiator,D2 ag,RXFP1 antag,D2 antag,TRHR agonist,D1 ag
Nc1ccc(-c2cn3cccnc3n2)cc1,8,-1,/,-3,-0.2,-31,0,0.1,1
COc1cc(CNC2CCCCCC2)cc(OC)c1,/,-1,4,-2,/,-19,/,0.8,4
CCOC(=O)c1c(NC(=O)COC(=O)C2CCC2)sc(C(=O)N(C)C)c1C,1,1,-46*,-9,-0.4,-14,6,0.2,3
O=C(Cn1ccc(NC(=O)OCc2ccccc2)nc1=O)NCc1ccc2c(c1)OCO2,6,-14,/,-2,1.1,/,2,0.4,-3

# Further entries follow.
SMILES,D2 potentiator,TRHR enhancer,D1 antag,D1 potentiator,D2 ag,RXFP1 antag,D2 antag,TRHR agonist,D1 ag
COc1cccc(NC(=O)C2CCN(S(=O)(=O)c3cccc4nonc34)CC2)c1,-10,-8,4,0,0.1,/,/,0.1,9
CCCCCOc1ccc(C(=O)NCC(=O)NCC(=O)OCC)cc1,-10,-7,-14,-10,0.0,5,8,0.2,2
COCCn1c(=N)c(C(=O)NC2CCCC2)cc2c(=O)n3cc(C)ccc3nc21,-10,1,8,0,0.1,/,/,0.1,2
COc1ccc(CN=C(Nc2ccccc2)SC2CC(=O)N(C)C2=O)cc1 (stereo not drawn),-3,-1,12,0,1.9,-7,-8,0.3,8
CC(C)Oc1ccc(Cc2cnc(=S)[nH]c2N)cc1,-3,7,4,0,2.2,-12,-6,0.3,2
O=C(NCCCN1CCCCC1)c1ccc(CS(=O)c2ccc(Cl)cc2)o1 (stereo not drawn),-5,-3,-3,-4,-0.4,-12,-4,0.2,7
CCOc1ccc(NC(=O)N2CCC(CN3CCc4ccccc4C3)CC2)cc1,-21,6,-3,3,3.1,-17,/,0.0,-1
Cc1ccc(-c2nnc3c4ccccc4c(C)nn23)cc1NC(=O)CN1CCOCC1,-11,-3,-22,-4,-0.6,/,7,0.9,4
COc1ccc(NC(=O)CN(C)C(=O)Cn2cnc3c2c(=O)n(C)c(=O)n3C)cc1,-3,-2,0,-1,0.1,8,5,0.5,3
Cc1cc(C)c2c(-n3cccc3)c(C(=O)NCc3cccc(F)c3)sc2n1,10,2,15,-1,-1.6,-7,/,-0.8,0
CCCC(=O)NC(c1ccc(OCC)cc1)c1ccc(OC)c(OC)c1 (stereo not drawn),-5,-5,-9,-8,0.2,11,1,-0.5,1
CCCc1cc(=O)oc2cc(C)cc(OCC(=O)NCc3ccccn3)c12,-7,1,1,-3,-1.0,5,5,-0.3,1
CC1CC(=O)C=C(O)C1C(=O)OC(C)(C)C (stereo not drawn),5,-6,12,12,2.6,-2,-6,0.9,6
Cc1nc2ccc(NC(=O)c3ccco3)cc2s1,4,-5,19,1,0.5,-2,-2,0.6,0
O=C(CS(=O)(=O)c1cccc2nsnc12)Nc1ccccc1Cl,9,1,12,-4,0.6,/,/,-0.3,-1
CN(CC(=O)Nc1ccc(Cl)c(C(F)(F)F)c1)C(=O)C1CCC1,/,-5,1,-12,/,-23,/,-0.3,6
O=S(=O)(Nc1nc2cc3c(cc2nc1Cl)OCCO3)c1ccccc1,-1,2,2,2,0.4,5,-17,0.1,2
CN1CCN(CC(=O)Nc2cc(S(=O)(=O)N3CCOCC3)ccc2Cl)CC1,-2,-1,13,-9,0.6,-6,20,0.3,5
O=C(c1ccc(F)cc1)N1CCC(C(=O)N2CCN(S(=O)(=O)c3cccc(F)c3)CC2)CC1,-6,-3,19,0,-0.2,-6,15,-0.4,-1
CC(=O)Nc1nc(C)nc(-c2ccccc2OC(C)=O)n1,-5,4,0,-2,0.0,25,-1,0.4,2
O=C(CCl)Nc1nc(-c2ccco2)c(-c2ccco2)s1,-3,-2,-6,7,-0.6,?,4,0.0,5
Cc1cccc(OCCCn2c(=O)oc3ccccc32)c1,3,-6,-28,-8,/,-22,/,-1.4,3
CCOC(=O)c1oc2ccc(S(=O)(=O)n3nc(-c4ccccc4)cc3N)cc2c1C,-1,-2,-34*,-3,-0.9,/,21,0.2,2
CCc1ccc(NC(=O)c2ccc3nc(N)sc3c2)cc1,/,12,7,-7,/,-13,/,0.6,2

# Record cards (already shown).
# Cc1cccc(OCCCn2c(=O)oc3ccccc32)c1 in the list: D2 potentiator: 3; TRHR enhancer: -6; D1 antag: -28; D1 potentiator: -8; D2 ag: /; RXFP1 antag: -22; D2 antag: /; TRHR agonist: -1.4; D1 ag: 3
# CN1CCN(CC(=O)Nc2cc(S(=O)(=O)N3CCOCC3)ccc2Cl)CC1 in the list: D2 potentiator: -2; TRHR enhancer: -1; D1 antag: 13; D1 potentiator: -9; D2 ag: 0.6; RXFP1 antag: -6; D2 antag: 20; TRHR agonist: 0.3; D1 ag: 5

# (next part)
SMILES,D2 potentiator,TRHR enhancer,D1 antag,D1 potentiator,D2 ag,RXFP1 antag,D2 antag,TRHR agonist,D1 ag
O=c1c2ccccc2sn1-c1ccccc1,0,2,13,-6,-0.4,-27,9,2.1,2
CCN1CCN(C(=O)c2ccc3c(=O)n(CCC4=CCCCC4)c(=O)[nH]c3c2)CC1,7,-4,6,3,-0.8,-18,-16,0.3,4
CN(C)C(=O)CSc1nc(-c2cccs2)c(-c2cccs2)[nH]1,15,1,2,-5,-1.2,-14,-13,-0.9,-3
CC1CCN(S(=O)(=O)c2cccc(C(=O)NC3CCS(=O)(=O)C3)c2)CC1 (stereo not drawn),12,1,-2,-5,9.3,8&-7,/,0.0,-1
CCN1CCN(C(=O)C2CCN(S(=O)(=O)N3CCC4(CC3)OCCO4)CC2)CC1,3,0,-4,-7,-0.9,6,-8,0.4,5
COc1c(C)cc(C(=O)C2CCCN(C(=O)c3cc(C)nc(C)n3)C2)cc1C (stereo not drawn),-7,1,4,-4,-0.3,-2,-10,0.2,2
CC(OC(=O)c1cccc(-n2cnnn2)c1)C(=O)c1ccccc1 (stereo not drawn),6,7,-8,-3,0.4,1,-13,0.0,9
CCOc1ccccc1CNC(=O)CCCn1ccc2cc(S(=O)(=O)N3CCCC3)ccc21,4&3,0&-4,-9&11,-5&-2,-0.2&0.1,5&-13,-14,-0.6&-0.4,11&0
CCOC(=O)C1(Cc2ccc(OC)cc2)CCN(C(=O)C2CC(=O)N(C3CC3)C2)CC1 (stereo not drawn),9,-2,12,-1,0.2,10,-1,-0.9,2
c1ccc(CCCN2CCOCC2)cc1,3,-3,-13,-5,-0.9,9,-15,0.1,0
CCN(CC)CC(C)OC(=O)c1ccccc1Cl (stereo not drawn),/,4,9,-2,/,-36,/,-0.8,3
O=C(CC1C(=O)N(c2ccccc2)C(=S)N1c1ccccc1)c1ccc(Br)cc1 (stereo not drawn),-8,1,-14,2,-0.2,-73*,-4,1.0,5
CCc1cc2ccccc2nc1SCC(=O)N1CCN(C(=O)c2ccco2)CC1,3,-2,-12,-4,-0.6,-9,9,-0.2,1
CCCCn1c(N)c(N2CCOCC2)c(=O)n(CC(=O)NC(C)c2ccccc2)c1=O (stereo not drawn),-11,-4,3,-2,4.9,4,-7,0.0,1
C=C1CN(CC(=O)OC)S(=O)(=O)c2ccccc21,3,3,5,-5,2.7,/,-3,-0.3,2
c1ccc(COc2nsnc2N2CCOCC2)cc1,6,3,0,0,0.5,/,-12,-0.3,5
CCC(C)(C)NC(=O)c1cc(S(=O)(=O)N2CCc3ccccc32)cn1C,6,0,-3,-5,-0.5,4,7,-0.5,1
Cc1cccc(-n2c(=S)[nH]c3nc4c(cc3c2=O)COC(C)(C)C4)c1,8,4,11,1,-1.7,12,6,-1.6,2
Cc1cccc(-n2c(=O)c3c4c(sc3n3cnnc23)CCCC4)c1,-5,0,1,-2,/,/,/,-1.6,-2
Cn1ccnc1SCc1cn2cc(Br)ccc2n1,/,-4,-8,-1,/,13,/,-0.1,-1
Clc1ccc(Cn2ncc3c(NCCN4CCOCC4)ncnc32)cc1,2,2,-1,-1,0.1,-10,-13,0.0,6
CCn1c(SCC(=O)Nc2nnc(C)s2)nnc1-c1ccncc1,7,10,5,-4,1.2,0,-3,0.2,2
CC(=O)Nc1ccc(NC(=O)c2ccc(COc3ccc(C)cc3)o2)cc1,14,8,13,2,0.3,2,-7,-0.1,5
S=C(Nc1ccc(Br)cc1)NC1CCCCC1,8,1,-28,-7,1.6,?,7,0.9,21
CCC(C)N(CCNC(=O)c1ccc(NC2=NC3CS(=O)(=O)CC3S2)cc1)Cc1ccco1 (stereo not drawn),-5,-5,-20,-2,0.5,-16,-1,-0.4,2
CCN1C(=O)C2(c3ccccc31)c1c(oc3ccc(C)cc3c1=O)C(=O)N2CCCOC(C)C (stereo not drawn),-6,-14,-10,0,1.4,/,/,0.2,-2
O=C(COc1ccc(F)cc1)NCc1ccc2c(c1)CCN2C(=O)c1ccccc1,2,7,4,-3,0.7,0,/,-1.1,2
CCCCn1c(SCC(=O)c2ccc(O)c(O)c2)nc2ccsc2c1=O,4,0,-2,-3,2.1,-31,21,0.5,0
COC(CNC(=O)c1cc(-c2ccncc2)nc2ccc(S(=O)(=O)N3CCOCC3)cc12)OC,-3,1,-4,-1,0.3,4,4,1.2,3
CC1CCCCC1NC(=O)NC(=O)CCl (stereo not drawn),0,5,8,2,-0.2,-2,5,1.5,2
CCN(CC(=O)Nc1c(F)cccc1F)C(=O)/C=C/c1ccc(C)o1,0,5,6,-6,0.4,12,8,-0.5,1

# Bioassay records as filed in PubChem.
